TDP1 inh: blocks human tyrosyl-DNA phosphodiesterase 1 | Q9NUW8 | Potency, µM (top dose mostly 130 µM), without a hit: at the top dose activity change, negative = inhibition, most hits filed as inhibitors | recombinant TDP1, AlphaScreen DNA substrate cleavage | 350,000 compounds, 0.28% hits; note: nearly all actives have a fitted effect of over 40% in size
Target sequence (Q9NUW8 whole entry, looked up): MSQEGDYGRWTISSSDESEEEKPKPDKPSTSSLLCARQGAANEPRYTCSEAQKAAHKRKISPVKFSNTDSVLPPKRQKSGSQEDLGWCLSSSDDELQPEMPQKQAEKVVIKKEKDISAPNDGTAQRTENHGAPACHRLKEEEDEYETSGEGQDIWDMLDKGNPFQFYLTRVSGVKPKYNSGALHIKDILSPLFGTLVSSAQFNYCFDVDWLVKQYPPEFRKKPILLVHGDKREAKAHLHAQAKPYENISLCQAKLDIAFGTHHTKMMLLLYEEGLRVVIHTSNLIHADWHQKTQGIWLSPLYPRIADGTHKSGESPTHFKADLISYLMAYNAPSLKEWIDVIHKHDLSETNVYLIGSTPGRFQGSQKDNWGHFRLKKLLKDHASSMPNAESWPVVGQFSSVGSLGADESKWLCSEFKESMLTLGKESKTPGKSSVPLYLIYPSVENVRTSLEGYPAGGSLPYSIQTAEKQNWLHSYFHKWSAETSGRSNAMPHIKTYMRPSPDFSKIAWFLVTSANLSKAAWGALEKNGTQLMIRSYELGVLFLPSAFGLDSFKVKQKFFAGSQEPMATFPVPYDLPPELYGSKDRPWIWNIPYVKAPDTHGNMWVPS
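Tdp1 1 nM final; 15 min RT w/ cpd; substrate 15 nM, 5 min; beads 10 ug/ml, 10 min; AlphaScreen read. Neg ctrl: no enzyme.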
DT40 TDP1 no CPT: qHTS for Inhibitors of human tyrosyl-DNA phosphodiesterase 1 (TDP1): qHTS in cells in absence of CPT; 420,000 compounds, 15% hits; DT40 Tdp1-/- hTDP1 cells, no CPT, ATP luminescence, 48 h; Potency, µM (series often up to 46.2 µM), inactives show top-dose activity change, negative = growth inhibition, actives largely listed as inhibitors; note: nearly all actives have a fitted effect of over 55% in size
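Chicken DT40 Tdp1-/- cells complemented with human TDP1, screened without camptothecin (DMSO vehicle only), 400 cells/well. Compounds pin-transferred, cells incubated at 37 °C for at least 48 hr. Growth read as ATP-dependent luminescence (CellTiter-Glo, 30 min at RT).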
N370S GC: N370S glucocerebrosidase modulation, Gaucher chaperone candidate; Potency, µM (highest dose often 59.4 µM), for the others: top-dose activity change, negative = inhibition, most hits filed as inhibitors; N370S GC spleen homogenate, 4MU-glucoside fluorescence; 330,000 compounds, 0.092% hits; P04062; AID 2101;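 note: 0% = full enzyme activity and -100% = no enzyme basal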
* = called active by the depositor; ? = inconclusive; nt = not tested or not shown; & = joins results of further samples; [ ] = dose if it differs, or a comment. Calls come from the whole dose curve; as a rule, active = well fitted curve in the direction sought with a large enough effect; inconclusive = small, poorly fitted or top-dose-only effect, or another doubt; inactive = no such curve, though single readings can be large; an effect the other way counts as inactive or inconclusive. Unless noted, % is set by controls: 0 for no effect and ±100 for the full control effect; potency is the fitted concentration of half-maximal effect. An excerpt, so the mix of outcomes need not match the whole.

Each structure is followed by: TDP1 inh | DT40 TDP1 no CPT | N370S GC
- Cc1cccc(Oc2ccc(NC(=O)C3=CC=CN4CCS(=O)(=O)N=C34)cc2)c1
→ 2% | -1% | nt
- COc1ccc(C(=O)Nc2ccc(Oc3nc(C)nc4sc(-c5ccccc5)cc34)cc2)cc1OC
→ 0% | ? | 3%
- COc1ccc(OC)c(/C=N/NC(=O)CSc2nnc(C)n2-c2ccccc2)c1
→ 4% | -4% | -6%
- CCOc1ccc(NC(=O)NC(C)c2ccc3c(c2)OCO3)cc1 (stereo not given)
→ 5% | 6% | -5%
- COc1cc2[nH]c(=O)n(CCC(=O)N3CCc4ccccc4C3)c(=O)c2cc1OC
→ 2% | -22% | 14%
- CC1CC(=O)Nc2ccccc2N1C(=O)CN1CCN(C=O)CC1 (stereo not given)
→ 2% | 19% | -18%
- COc1ccc2c(c1)c(CC(=O)Nc1cc(C)c(OC)c(C)c1)c(C)n2C(=O)c1ccc(Cl)cc1
→ -3% | ? | nt
- N#Cc1ccc(-c2ccc(F)cc2)nc1SCC(=O)Nc1sc2c(c1C#N)CCC2
→ -5% | -20% | 24%
- CCCn1c(=O)c2ccccc2n2c(Sc3nnnn3-c3ccccc3)nnc12
→ 6% | 23µM* | 2%
- O=c1ccn([C@@H]2O[C@H](COP(=O)(O)O)[C@@H](O)[C@H]2O)c(=O)[nH]1
→ 1% | -21% | 12%
- C=CCOc1ccc(C(=O)c2ccccc2)c(OCC(=O)NC2(C#N)CCCC2)c1
→ 4%[0.0935 µM] | ? | 10%
- CCOc1ccc(NC(=S)NNC(=O)CC(C)O)cc1 (stereo not given)
→ 0% | -11% | -1%
- CCN(CC)c1cc(Cl)c2nonc2c1N
→ 3% | -14% | 2%
- Cc1c(/C=C(\C#N)c2nn(-c3ccccc3)c(N)c2C#N)c2ccccc2n1Cc1ccc(F)cc1
→ -1% | ? | nt
- CC(=O)NC1=NC(=O)CS1
→ 1% | -3% | 4%
- O=C(O)CCCCCNC(=O)c1ccc(C(=O)NCCCCCC(=O)O)cc1
→ 3% | -7% | -2%
- CCCN(CCC)C(=O)c1oc2ccccc2c1NC(=O)Cc1cccc(OC)c1
→ nt | ? | ?
- CCOC(=O)c1c[nH]c(=S)n1C
→ -6% | -2% | -4%
- COc1ccc(N2CC(NC(=O)COc3ccc4ccccc4c3)CC2=O)cc1 (stereo not given)
→ 3% | -14% | nt
- Cc1cc2ccccn2c1C(=O)c1nc(N2CCOCC2)ncc1Cl
→ 6% | -26% | -21%
- COc1ccc(C2C=C(c3ccc(C)cc3)Nc3c(C(=O)Nc4ccccc4)cnn32)cc1 (stereo not given)
→ -14% | ? | nt
- Cc1ccc(NC(=O)CN2C(=O)COc3ccc(S(=O)(=O)N4CCOCC4)cc32)cc1N(C)C
→ 1%&-3% | -10%&-27% | -9%
- CC(=O)c1ccc(NC(=O)CSc2nnc3ccc(-c4ccccn4)nn23)cc1
→ -5% | 8% | -24%
- O=C(CSc1nnc(-c2ccccc2Cl)o1)Nc1ccccn1
→ 6% | ? | 10%
- CC(C(=O)NNS(=O)(=O)c1cccc(C(F)(F)F)c1)n1nnc(N2CCOCC2)n1 (stereo not given)
→ 3% | -15% | 3%
- Cc1onc(-c2ccccc2)c1-c1nnc(CN2CCN(S(=O)(=O)c3ccccc3F)CC2)o1
→ 0% | ? | nt
- COC(=O)N1CCN(c2ccc(C)c(C)c2)CC1
→ 1% | nt | 24%
- O=C(Cn1ncc2c1-c1ccccc1OC2)N1CCN(c2ccccc2F)CC1
→ -2% | 18µM* | nt
- Cc1cc(C)cc(OCC(=O)Nc2cnn(CCCC(=O)O)c2)c1
→ 2% | 11% | -1%
- COc1ccc(-c2[nH]c(-c3cc(OC)c4c(c3)OCO4)nc2-c2ccccc2)cc1
→ 6% | ? | -21%

The final five records of the part before open the next one:
Each structure is followed by: TDP1 inh | DT40 TDP1 no CPT | N370S GC
- Cc1onc(-c2ccccc2)c1-c1nnc(CN2CCN(S(=O)(=O)c3ccccc3F)CC2)o1
→ 0% | ? | nt
- COC(=O)N1CCN(c2ccc(C)c(C)c2)CC1
→ 1% | nt | 24%
- O=C(Cn1ncc2c1-c1ccccc1OC2)N1CCN(c2ccccc2F)CC1
→ -2% | 18µM* | nt
- Cc1cc(C)cc(OCC(=O)Nc2cnn(CCCC(=O)O)c2)c1
→ 2% | 11% | -1%
- COc1ccc(-c2[nH]c(-c3cc(OC)c4c(c3)OCO4)nc2-c2ccccc2)cc1
→ 6% | ? | -21%
- COCCNc1nc(C)nc2c1nc(-c1ccccc1)n2CCCN1CCCCC1C (stereo not given)
→ 7% | nt | 1%
- CCC(NS(=O)(=O)c1ccc(C)cc1)C(=O)N1CCOCCOCCOCC1 (stereo not given)
→ nt | 27% | -16%
- O=c1cc(C23CC4CC(CC(C4)C2)C3)[nH][nH]1
→ 6% | -4% | -10%
- O=S(=O)(Nc1ccc(Cc2ccncc2)cc1)c1ccc(Cl)cc1
→ 3% | -80% | 2%
- CCC(C)Nc1ncnc2c1cnn2Cc1ccc(Cl)cc1 (stereo not given)
→ 7% | ? | 26%
- COc1cc(O)c(C(CCN2CCCCC2)c2cc(OC)c(OC)c(OC)c2)c(OC)c1 (stereo not given)
→ 4% | -24% | -2%&3%
- Cc1ccc(C)c(CN2CCCN(C(=O)Cn3ncc4c3-c3ccccc3OC4)C2)c1
→ 3% | 16µM* | 3%
- Cc1nc2ccc(NC(=O)c3ccc(Cl)c(NC(=O)c4cccs4)c3)cc2s1
→ 1% | 21µM* | -1%
- CCNC(=O)COC(=O)c1cc(-c2ccco2)nc2ccccc12
→ ? | ? | 4%
- O=C(CCSCc1cnn(-c2ccccc2)c1-n1cccc1)NCc1ccc(Cl)cc1
→ 9% | ? | nt
- Cn1nnnc1SCC(=O)Nc1ccccc1N1CCOCC1
→ 2% | -4% | 1%
- CN(C)c1nccc(Nc2ccccc2)c1C#N
→ -1% | 21µM* | -5%
- CC(C)CO/N=C1/C[C@@H](O)[C@@H](O)[C@@H]2[C@@H]3C(=O)N(Cc4ccccc4)C(=O)[C@H]3CC[C@@H]12
→ 3%[21 µM] | nt | 0%[12.8 µM]
- CC(=O)N/C(=C\c1ccccc1)C(=O)N1CCOCC1
→ 8% | -6% | 8%
- CN(CC(=O)Nc1ccccc1Cl)C(=O)COC(=O)c1ccc([N+](=O)[O-])s1
→ 1% | -11% | nt
- O=c1oc2ccccc2c(Nc2cccc3cccnc23)c1[N+](=O)[O-]
→ 0% | -30% | 7%
- C=CC[C@@H](CC(=O)N[C@@H](CO)Cc1ccccc1)C(=O)N[C@@H](COC(=O)[C@@H](CC=C)CC(=O)OC(C)(C)C)Cc1c[nH]c2ccccc12
→ 3% | 13µM* | nt
- COc1ccccc1C1/C(=C(/O)c2ccc(C)cc2)C(=O)C(=O)N1Cc1ccco1 (stereo not given)
→ 5% | 4% | 15%
- Cc1nnc(SCc2ccccc2CSc2nnc(C)s2)s1
→ 1% | ? | 2%
- COC(=O)[C@@]1(C)[C@H]2C(=O)N(Cc3ccccc3)C(=O)[C@H]2[C@H]2CN=C(SCC3CC3)N21
→ -3%[56.1 µM] | ? | nt
- NC(=O)C1CCN(Cc2nc(-c3cccs3)no2)CC1
→ 9% | -6% | -1%
- COc1ccc(CN2C(=O)C(C)N(C(=O)c3c(F)cccc3F)c3ccccc32)cc1 (stereo not given)
→ nt | 8.2µM* | -4%
- CN1CCN(C(=O)CN(Cc2ccccc2)S(C)(=O)=O)CC1
→ 1% | -9% | -5%
- COc1cc(O)c(C(=O)/C=C\c2ccc3c(c2)OCO3)c(OC)c1
→ 9%[21 µM] | nt | -18%[12.8 µM]
- CN1C(=O)c2cccc(NC(=O)C3CCCCC3)c2C1=O
→ -1% | -24% | 4%
- COc1ccc2c(c1)c1ncn(CCN3CCCC3)c(=O)c1n2C
→ 3% | 1% | 1%
- COc1ccccc1NC(=O)C(C/C=C(\C)Cl)C(C)=O (stereo not given)
→ 1% | -17% | 1%
- CCCC(c1nnnn1CS(=O)(=O)c1ccc(C)cc1)N1CCC(C(N)=O)CC1 (stereo not given)
→ 5%[0.0935 µM] | -1% | -3%
- COc1ccccc1CNC(=O)/C=C/C(=O)O
→ 3% | -16% | -17%
- CCN(CC)CCN1C(=O)C(O)=C(C(=O)c2cc3cccc(OC)c3o2)C1c1cccs1 (stereo not given)
→ -3% | -19% | 18%
- NC(=O)CCS(=O)(=O)CCN1CCN(S(=O)(=O)c2ccc3c(c2)CCC3)CC1
→ 2% | 5% | nt
- CCOc1ccc(N(C)c2ccc(/C=C3/SC(=S)NC3=O)cc2)cc1
→ 6% | 16µM* | -15%
- CCCCCCCC(=O)N1c2ccccc2NC(=O)C1CC(=O)Nc1ccc(C(=O)O)cc1 (stereo not given)
→ 4% | 1% | -10%
- CN(CC(=O)Nc1ccc(F)cc1)C(=O)COC(=O)Cc1c(F)cccc1Cl
→ nt | 6.5µM* | -7%
- COCCCNC(=O)CNC(=O)c1nn(-c2ccc(OC)cc2OC)c(=O)c2ccccc12
→ nt | 9% | 1%
- CCN(C[C@H]1N[C@@](CC)(C(=O)OC)[C@H]2C(=O)N(Cc3ccccc3)C(=O)[C@@H]12)C(=O)Nc1ccc(C(F)(F)F)cc1
→ 0% | 6.5µM* | nt
- CCOC(=O)C1CCN(C(=S)Nc2cccc(C)c2)CC1
→ 3% | 4% | -14%
- CCC(Sc1nc2ccccc2c2nc(-c3ccccc3)nn12)C(=O)Nc1cccc(OC)c1 (stereo not given)
→ 2% | 18µM* | nt
- O=C(C[C@H]1C[C@H](C(=O)N2CCOCC2)[C@@]2(CCC3CCCC3)c3[nH]c4cc(-c5ccco5)ccc4c3CCN2C1=O)NCC12CC3CC(CC(C3)C1)C2
→ 0%[56.1 µM] | ? | nt
- COc1ccc(/C=N/NC(=O)C2C(=O)NCC2c2ccccc2)c(OC)c1 (stereo not given)
→ 0% | -13% | -4%
- C/C(=N\NC(=O)c1cnccn1)c1ccc([N+](=O)[O-])cc1
→ 5% | -3% | -1%
- CC1(C)CC(NC(=O)c2ccccc2)CC(C)(C)N1
→ nt | -9% | 0%
- O=C(Cn1cnc2ccccc21)c1ccc(Cl)cc1
→ 4% | ? | -1%
- Cc1onc(-c2ccccc2Cl)c1C(=O)N1CCN(C/C=C/c2ccccc2)CC1
→ 6% | 10µM* | -2%
- CCn1c(/C=C/c2ccc(O)c(O)c2)nc2ccccc2c1=O
→ -4% | 6.5µM* | -22%
- O=C(Cc1ccccc1)N1CCN=C1SCc1ccc([N+](=O)[O-])cc1
→ 3% | ? | 20%
- Cc1ccc(C)c(N2CCN(C(=O)C34CC5CC(C3)CC(n3nnc(C)n3)(C5)C4)CC2)c1
→ 3% | 7.3µM* | -15%
- N#CCC(=O)Nc1ccc(C(=O)NNC(=S)NC2CCCCC2)cc1
→ 0% | -11% | nt
- CCc1nc2c(sc3nc4c(cc32)COC(C)(C)C4)c(=O)n1Cc1ccco1
→ 5% | 23µM* | 6%
- CCOC(=O)C1(Cc2ccccc2C)CCCN(C(=O)CCc2c(C)noc2C)C1 (stereo not given)
→ 5% | ? | 3%
- COCCn1c(SCC(=O)c2[nH]c(C)c(C(C)=O)c2C)nc2ccccc2c1=O
→ nt | ? | -18%
- Cc1nn(CCC(=O)N2CCN(c3ccccc3)CC2)c(C)c1S(=O)(=O)N1CCCC1
→ 4% | ? | nt
- COc1ccc(OCC(=O)N/N=C(\CCC(=O)O)c2cccs2)cc1
→ 3% | -22% | -5%
- CCOC(=O)c1c(C)[nH]c(C)c1C(=O)COC(=O)c1ccc([N+](=O)[O-])s1
→ 6%[56.1 µM] | ? | nt
- N#C/C(=C\C=C\c1ccccc1)c1nc(-c2ccc3c(c2)OCO3)cs1
→ 3% | -21% | 0%
- COc1ccccc1N(C)S(=O)(=O)c1ccc(C(=O)NCc2ccc3c(c2)OCO3)cc1
→ 7% | 23µM* | 4%
- COc1ccc(CNc2ccc3c(c2)nc(C)n3C)cc1
→ 4% | ? | 6%
- Clc1ccc(C2[C@H]3CN(Cc4cccnc4)[C@H](c4ccccc4)C34CC2(c2cccnc2)C4)cn1 (stereo not given in full)
→ 21%&4% | ? | -23%&-14%
- CCc1ccccc1N(C)S(=O)(=O)c1ccc2c(c1)C(C)(C)C(=O)N2C
→ 5% | ? | nt
- CC(C)c1ccc(NC(=O)CC2NCCNC2=O)cc1 (stereo not given)
→ -5% | -14% | nt

Other entries.
Each structure is followed by: TDP1 inh | DT40 TDP1 no CPT | N370S GC
- CC(C)Oc1ccc(N2CC(C(=O)Nc3ccccn3)CC2=O)cc1 (stereo not given)
→ -5% | -1% | -6%
- Clc1ccc(-c2nnc3sc(-c4ccc(Br)o4)nn23)c(Cl)c1
→ 5% | ? | 3%
- Cc1ccccc1OCC(=O)Nc1ccccc1C(=O)OCc1cc(=O)n2c(C)csc2n1
→ -4% | 4.6µM* | nt
- CCOC(=O)N1CCN(c2c(NCCN3CCN(Cc4ccccc4)CC3)c(=O)c2=O)CC1
→ -2% | -10% | 2%
